Screening results from PubChem.
HT1080 IDH1KD tx – toxicity to HT-1080 IDH1 knockdown cells (counter line) | HT-1080 IDH1 knockdown viability, ATP luminescence, 48 h | Potency, µM (titrated, usually from 46.1 µM), for the others: top-dose activity, negative = toxicity, most hits filed as cytotoxic | 360,000 tested, 2% active | AID 686971;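 also: potency is read from the fitted curve at half-maximal effect; 0% = DMSO wells and -100% = cell-free medium wells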
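In this qHTS, HT-1080 cells depleted of IDH1 are exposed for 48 h at 37 °C to compound titrations. Toxicity is scored from CellTiter-Glo luminescence, with DMSO as full viability and medium alone as none.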
MCF10A rerep – induces DNA re-replication in MCF 10a normal breast cells. MCF 10A DNA re-replication, Hoechst nuclear intensity, 48 h. Potency, µM (titrated, usually from 46.1 µM), without a hit: at the top dose activity, positive = re-replication, most hits filed as activators. 350,000 tested, 2.9% active. AID 624296; also: potency is read from the fitted curve at half-maximal effect; % of control where 0% means no effect; nearly all actives have a fitted effect of over 50% in size
ATXN viability – viability counter-screen for ATXN expression inhibitors | S2 cells (HEK-293 line with an ATXN2-luciferase reporter) viability, CellTiter-Fluor protease fluorescence, 24 h | Potency, µM (titrated, usually from 56.7 µM), most hits filed as cytotoxic | 400,000 tested, 0.49% active | AID 651635; also: potency is read from the fitted curve at half-maximal effect; nearly all actives have a fitted effect of over 40% in size
HT1080-NT tox – kills 2HG-producing HT-1080-NT fibrosarcoma cells | HT-1080-NT fibrosarcoma viability, CellTiter-Glo ATP luminescence, 48 h | Potency, µM (titrated, usually from 46.1 µM), for the others: at the top dose activity, negative = less viability, usual class: cytotoxic | AID 686970 | 360,000 tested, 1.6% active;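 also: NT is the 2HG producing partner of a matched IDH1 knockdown line; potency is read from the fitted curve at half-maximal effect; 0% = DMSO-treated cells and -100% = media-only wells without cells; nearly all actives have a fitted effect of over 55% in size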
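750 cells/well, RPMI + 5% FBS; 2 h settle, compound pin-transfer, 48 h at 37 degrees C. CellTiter-Glo 10 min RT, luminescence. Normalized to DMSO and media-only wells.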
ATXN2 expr inh – inhibitors of ATXN2 expression | HEK-293 ATXN2-luciferase reporter, luminescence, 24 h | Potency, µM (highest dose often 57 µM), for inactives: at the top dose activity change, negative = inhibition, usual class: inhibitors | 360,000 tested, 0.72% active; also: potency is read from the fitted curve at half-maximal effect; % is scaled to controls: 0 for no effect and ±100 for the full control effect; nearly all actives have a fitted effect of over 55% in size
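qHTS (up to 57 uM final) was run with 24 h compound exposure of reporter cells at 37 °C. Each well was multiplexed: SteadyGlo luminescence measured ATXN2-luciferase expression after a fluorogenic Gly-Phe-AFC viability readout (25 uM final).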
IL-1B inflam inh – inflammasome signaling inhibition, IL-1 beta readout | THP-1 LPS/ATP IL-1B secretion, AlphaLISA, 16 h; hits give low values | activity change, % at 57.5 µM | 360,000 tested, 4.7% active | AID 743279; in the data active = activity change below about -50%; inconclusive = mostly about -30% to -49%; also: % is scaled to controls: 0 for no effect and ±100 for the full control effect
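THP-1 cells pretreated 1 hr with compounds (up to 57.5 uM final), then stimulated with LPS (250 ng/mL final) plus ATP (1.25 mM final); secreted IL-1B measured by AlphaLISA after 16 hr, decreased signal indicating inhibition.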
KB-3-1 cytotox – KB-3-1 parental cell cytotoxicity; 400,000 tested, 1.4% active; Potency, µM (top dose mostly 46.1 µM), inactives show at the top dose activity change, negative = cytotoxic, hits mostly cytotoxic; AID 1347075; KB-3-1 viability, CellTiter-Glo ATP luminescence, 72 h; also: potency is read from the fitted curve at half-maximal effect; % is scaled to controls: 0 for no effect and ±100 for the full control effect; nearly all actives have a fitted effect of over 60% in size
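Multi-concentration cytotoxicity screen in KB-3-1 cells grown in DMEM lacking phenol red with 10% FBS. After 72 h at 37 °C with compound, ATP-dependent luminescence was recorded.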
KB-V1 cytotox – KB-V1 MDR subline cytotoxicity. KB-V1 MDR cells viability, CellTiter-Glo, 72 h. Potency, µM (titrated, usually from 46.1 µM), for the others: at the highest dose activity change, negative = cytotoxicity, usual class: cytotoxic. 400,000 tested, 3.4% active; also: potency is read from the fitted curve at half-maximal effect; % is scaled to controls: 0 for no effect and ±100 for the full control effect; nearly all actives have a fitted effect of over 60% in size
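Readout: CellTiter-Glo luminescence, 10 min after addition. Cells: KB-V1 MDR subline, 72 h at 37 degrees C with compound. Analysis: corrected, normalized data fitted to concentration-effect curves.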
SW480 rereplic – induces DNA re-replication in SW480 colon adenocarcinoma cells; SW480 DNA re-replication, Hoechst DNA content imaging, 48 h; Potency, µM (highest dose often 46.1 µM), without a hit: at the highest dose re-replication activation, most hits filed as activators; 340,000 tested, 1.8% active; AID 624297; also: potency is read from the fitted curve at half-maximal effect; % of control where 0% means no effect; nearly all actives have a fitted effect of over 55% in size
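Image-based DNA-content assay: after two days of treatment, nuclei were labelled with the DNA dye Hoechst and imaged, and hits were compounds raising the count of nuclei showing high fluorescence intensity.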
An asterisk follows results filed as active; i = inactive; ? = inconclusive; . = no result given; [ ] = another dose, or the depositor's remark. Unless noted, calls follow the shape of the dose curve; as a rule, active = well fitted curve in the direction sought with a large enough effect; inconclusive = small, poorly fitted or top-dose-only effect, or another doubt; inactive = no such curve, though single readings can be large; an effect the other way counts as inactive or inconclusive.

SMILES	HT1080 IDH1KD tx	MCF10A rerep	ATXN viability	HT1080-NT tox	ATXN2 expr inh	IL-1B inflam inh	KB-3-1 cytotox	KB-V1 cytotox	SW480 rereplic
O=C(c1ccc(S(=O)(=O)Cc2cc(F)ccc2F)c([N+](=O)[O-])c1)N1CCOCC1	?	.	?	?	.	-99.8*	6.5%	-2.7%	.
O=C(NCCN1CCOCC1)c1csc2c1CCCCC2	1.0%	24.0%	?	0.0%	3.4%	19.5	2.8%	3.6%	?
O=C(CCCNS(=O)(=O)c1ccc(Cl)c(Cl)c1)NCCc1ccccn1	-1.4%	10.6%	i	4.3%	14.3%	25.3	17.1%	15.9%	4.7%
CCOc1ccc(N(C(=O)c2snc(C(N)=O)c2N)C(C(=O)NC2CCCC2)C(C)C)cc1 (stereo not drawn)	25.4%	-1.1%	i	19.0%	-28.1%	26.4	6.5%	?	-2.7%
COc1ccc(C(=S)N2CCN(c3ccccc3C)CC2)cc1	-5.6%	11.8%	i	-1.3%	.	?	2.9%	-8.0%	12.9%
O=C1COc2ccc(S(=O)(=O)N3CCC(C(=O)NCc4ccccc4)CC3)cc2N1	1.5%	2.3%	i	-0.9%	10.2%	-3.4	-3.1%	26.4%	-11.1%
Nc1cc(Cl)nc(N/N=C/c2ccccc2[N+](=O)[O-])n1	-7.8%	-6.2%	i	0.0%	14.2%	?	-2.1%	-5.4%	-5.4%
COc1ccc(-c2cc(=O)oc3cc(OCC(C)=O)ccc23)cc1	1.0%	13.6%	i	0.6%	6.8%	-0.8	13.9%	24.7%	-5.6%
CC(OC(=O)c1cccc(Cl)c1)C(=O)NC1CCCCC1C (stereo not drawn)	-2.9%	7.4%	i	14.1%	-22.3%	6.9	-10.3%	0.0%	-3.4%
O=C(O)c1ccccc1Sc1ncnc2sc3c(c12)CCC3	2.7%	0.3%	i	10.4%	-12.3%	5.6	13.3%	12.8%	-4.3%
CCCCOCCCNC(=O)C[C@@H]1C[C@@]2(C(=O)OCC)CCC=C2N(Cc2ccco2)C1=O	-0.2%	.	i	14.0%	3.3%	2.3	10.7%	0.0%	.
COc1ccccc1NS(=O)(=O)N(C)C	0.4%	-9.6%	i	2.7%	-4.5%	19.7	-7.2%	15.3%	-3.9%
CCCCc1nc2ccccc2c(NC(=O)CN2CCN(C)CC2)c1CCC	7.3%	16.8%	i	11.2%	2.0%	-6.3	0.7%	8.2µM*	-67.2%[inhibitor]
O=C(COC(=O)C1=COCCO1)Nc1ccc(OC(F)F)cc1	6.1%	-3.7%	i	11.1%	-18.0%	-12.1	11.3%	-2.2%	-1.8%
CCOc1ccc(/C=C\c2nc(O)c([N+](=O)[O-])c(=O)[nH]2)cc1OCC	9.1%	0.9%	i	13.8%	0.1%	27.9	3.3%	0.0%	6.2%
COc1ccc(OCc2cc(C(=O)NCC(C)Oc3cccnc3)no2)c(Cl)c1 (stereo not drawn)	-7.7%	8.7%	?	1.7%	10.0%	-17.5	-23.0%	?	-0.5%
Cc1cc(F)ccc1S(=O)(=O)N1CCCOC1CNC(=O)C(=O)NC1CC1 (stereo not drawn)	6.8%	-0.7%	i	2.4%	10.7%	5.8	2.5%	-11.8%	-2.8%
OCCNCCCOc1ccc(Cl)cc1Br	-21.5%	3.6%	i	-17.3%	-15.0%	-10.9	-12.8%	-3.6%	6.3%
COc1ccccc1CNC(=O)CCN1C(=O)COc2ccccc21	20.8%	-1.9%	i	8.8%	0.7%	-7.0	7.6%	-0.9%	-2.4%
COc1ccc(S(=O)(=O)N2CCN(C(=O)CCOc3ccccc3)CC2)cc1OC	-11.7%	1.6%	i	-0.5%	.	14.8	-0.9%	-11.8%	9.0%
CN(CC(=O)Nc1ccccc1Cl)C(=O)CN1C(=O)NC(c2ccccc2)(c2ccccc2)C1=O	-7.6%	-11.6%	.	-3.3%	.	-12.8	2.8%	3.1%	-40.9%[inhibitor]
COc1ccc(OC)c(CN2CCCC(C(=O)N3CCCCC3)C2)c1 (stereo not drawn)	8.0%	-0.6%	i	1.9%	12.8%	11.4	1.6%	0.5%	-12.5%
CC(=O)/C(=N\Nc1cccc(Cl)c1)Sc1cccc2cccnc12	6.5%	3.5%	i	6.2%	-17.4%	29.6	12.1%	11.0%	-6.0%
CCCCc1ccc(NC(=S)NCc2ccc(OC)cc2)cc1	?	1.5%	i	-14.1%	.	-9.0	2.1%	7.1%	29.6%
CCc1ccc(C2=NN(C(=O)CCC(=O)O)C(c3cccs3)C2)cc1 (stereo not drawn)	2.0%	?	i	-1.0%	19.1%	9.9	2.6%	2.8%	-22.4%

2 compounds picked at random from those above, as already listed:
SMILES	HT1080 IDH1KD tx	MCF10A rerep	ATXN viability	HT1080-NT tox	ATXN2 expr inh	IL-1B inflam inh	KB-3-1 cytotox	KB-V1 cytotox	SW480 rereplic
Cc1cc(F)ccc1S(=O)(=O)N1CCCOC1CNC(=O)C(=O)NC1CC1 (stereo not drawn)	6.8%	-0.7%	i	2.4%	10.7%	5.8	2.5%	-11.8%	-2.8%
COc1ccccc1NS(=O)(=O)N(C)C	0.4%	-9.6%	i	2.7%	-4.5%	19.7	-7.2%	15.3%	-3.9%

Going on with the list:
SMILES	HT1080 IDH1KD tx	MCF10A rerep	ATXN viability	HT1080-NT tox	ATXN2 expr inh	IL-1B inflam inh	KB-3-1 cytotox	KB-V1 cytotox	SW480 rereplic
Cc1ccccc1NC(=S)NCc1cccs1	8.5%	-17.1%	i	10.3%	1.3%	8.3	0.9%	-7.9%	13.2%
CCCCN(CCCC)S(=O)(=O)c1ccc(NC(=O)c2c(-c3ccccc3)noc2C)cc1	.	.	i	.	6.3%	.	-8.7%	?	.
Cc1ccc(C(C2=C(O)CC(C)(C)CC2=O)C2C(=O)CC(C)(C)CC2=O)s1 (stereo not drawn)	0.8%	23.1µM*	i	?	1.0%	-17.0	-0.5%	-2.2%	?
CCOc1ccc(NC(=O)CC(=O)Nc2ccc(OCC)cc2)cc1	21.5%	2.0%	i	1.8%	21.5%	0.6	-3.7%	15.8%	-10.6%
COc1ccc(OC)c(CNC(=O)C2CCC(=O)N2C(C)C)c1 (stereo not drawn)	13.4%	-0.5%	i	20.8%	-2.7%	-4.2	-2.7%	-0.1%	-3.3%
O=C(NC1CCCCCC1)C(=S)NCc1ccccc1	-10.6%	?	i	-0.1%	18.5%	-15.5	13.0%	?	7.6%
CC1CCN(c2cc(N3CCC(C)CC3)c([N+](=O)[O-])cc2/C=C(\C#N)c2nn(-c3ccccc3)c(N)c2C#N)CC1	-0.8%	-3.6%	i	3.7%	14.8%	-7.8	8.4%	9.1%	-4.2%
Cc1ccc2nc(SCC(=O)c3ccccc3)nc(=O)n2c1	-6.4%	0.7%	i	-4.6%	8.8%	-19.9	1.3%	0.7%	1.84µM*
C/C(=N\Nc1ccc(C(=O)c2c(C)cc3ccccn23)cc1[N+](=O)[O-])c1ccc(O)cc1	10.0%	0.6%	?	9.9%	-23.5%	2.9	2.7%	?	-5.5%
COc1ccc(-n2c(C)cc(C(=O)CN3CCC(C)CC3)c2C)cc1	-4.2%	0.581µM*	i	-12.2%	8.6%	-24.9	-13.9%	-1.7%	-44.6%[inhibitor]
CC(C(=O)N1CCc2ccccc21)N1CCN(Cc2ccc(Cl)cc2)CC1 (stereo not drawn)	19.2%	-6.2%	i	13.1%	-13.9%	-2.9	0.0%	-20.2%	-11.1%
CC(=O)N1CC(C)Sc2ccc(S(=O)(=O)N3CCCCC3)cc21 (stereo not drawn)	0.0%	5.8%	i	-5.3%	-7.8%	22.1	?	?	-3.2%
O=C1COc2ccc(S(=O)(=O)N3CCCCCC3)cc2N1	1.7%	-6.9%	?	2.0%	.	-11.0	-1.1%	?	-6.6%
CC(OC(=O)c1cc[n+]([O-])cc1)C(=O)Nc1ccc(C(N)=O)cc1 (stereo not drawn)	9.0%	10.2%	i	8.6%	7.8%	-0.2	.	.	-10.7%
Cc1nnc(SCC(=O)NCc2ccco2)n1Cc1ccccc1	15.2%	0.1%	i	27.8%	2.2%	-11.0	-0.4%	19.1%	0.7%
COc1cccc(-n2c(-c3ccccc3F)nc3c(cnn3-c3ccc(C)cc3)c2=O)c1	.	.	i	.	2.0%	.	16.4µM*	-2.5%	.
CCc1noc(C)c1C(=O)Nc1nc(-c2ccc(OC)cc2OC)cs1	-2.0%	7.8%	?	-16.6%	3.4%	12.4	-11.4%	-2.8%	-715.2%[inhibitor]
CN(C)S(=O)(=O)c1cccc(NC(=O)c2cc(-c3cccs3)nn2-c2cccc(Cl)c2)c1	-8.4%	-8.9%	?	-0.9%	-17.9%	0.0	9.2µM*	2.31µM*	-17.9%
CC(=O)Nc1ccc(S(=O)(=O)Oc2ccc(/C=N/NC(=O)c3ccc(Cl)cc3)cc2)cc1	-15.4%	-3.0%	i	?	11.0%	-2.6	-24.2%	1.6%	0.5%
COc1ccc2cc3cc(C(=O)NCc4ccco4)oc3nc2c1	?	?	i	-12.1%	-11.1%	-13.1	?	-5.5%	5.3%
COc1ccc(Cc2nn3c(-c4cc(OC)c(OC)c(OC)c4)nnc3s2)cc1	5.5%	17.7%	i	-5.2%	-0.8%	-11.9	-0.7%	?	-3.4%
N#C/C(=C/c1cc[nH]c1)C(N)=S	7.0%	-2.8%	i	4.7%	-23.2%	30.3	8.1%	0.8%	-3.3%
Oc1ccc(C2Nc3cccc4cccc(c34)N2)c(O)c1	?	-0.1%	?	-23.3%	-30.8%	-3.6	-1.3%	3.1%	0.4%
CC(C)CCNC(=O)NC(=O)COc1c(F)c(F)cc(F)c1F	17.9%	-0.2%	i	18.0%	-2.4%	-0.2	0.0%	0.0%	-4.2%
COc1ccccc1NS(=O)(=O)c1ccc(C)c(NS(=O)(=O)c2cc(NC(C)=O)ccc2OC)c1	4.0%	-1.4%	?	-6.9%	.	15.9	-1.7%	-3.1%	-4.6%
COc1ccccc1-n1cnnc1SCC(=O)Nc1cccnc1Cl	2.1%	-0.1%	i	8.8%	0.7%	-7.1	10.7%	4.0%	-11.0%
